High-throughput results deposited in PubChem BioAssay by several laboratories.
MDM2 E3 inh – Mdm2 E3 ligase (human) inhibition. Q00987. cell-based MDM2 ubiquitination luciferase reporter, 2 h; 0 = plate control, 100 = twice control, blank-subtracted. signal enhancement, % at 5 µM. 0.11% of 210,000 active;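 active = signal enhancement of 30% or more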;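 note: luminescence tracks abundance of the self-degrading MDM2-luciferase fusion protein; higher signal means inhibition of MDM2 E3 ligase activity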
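Assay system: stable mammalian line carrying autodegrading MDM2–luciferase fusion reporter; amount: 2000 cells seeded into each well; buffer or medium: DMEM; benchmarks: plate control and blank wells; signal: luciferase luminescence; timing: 2 h compound exposure at 37 °C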
Calpain2 inh – inhibitors of pig calpain II. purified calpain II, fluorogenic peptide substrate, 30 min. AID 1236. inhibition, % at 16 µM. 0.37% of 220,000 active;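 active = inhibition above about 50%, limit read from the data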
Cl transport mod – modulators of human KCC2 chloride dependent transport; B-score of Tl+ flux slope (higher = more flux/activation; lower = inhibition) at 10 µM; 2.2% of 190,000 active; KCC2 cells, thallium flux FluoZin-2 fluorescence; AID 1456; Q9H2X9;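 active = thallium flux slope and its plate-corrected score both differing from the plate sample mean at a set confidence after two filtering rounds, in either direction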;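 note: slope of fluorescence scaled to starting intensity during 10 to 20 s after thallium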
EBV gp42 inh – EBV gp42 inhibition | Q1HVG2 | Fluorescence polarization binding assay, mP read-out | inhibition, % (tested at 21.74 µM) | 0.42% of 220,000 active; in the data active = inhibition above about 50%
Target sequence (Q1HVG2 whole entry, looked up): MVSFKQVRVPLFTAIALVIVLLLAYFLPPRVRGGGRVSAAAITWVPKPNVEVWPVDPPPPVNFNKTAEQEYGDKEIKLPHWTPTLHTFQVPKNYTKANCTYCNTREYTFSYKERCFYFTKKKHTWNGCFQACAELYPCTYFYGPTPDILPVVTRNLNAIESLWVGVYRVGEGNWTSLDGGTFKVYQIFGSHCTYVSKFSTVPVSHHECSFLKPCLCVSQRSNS
TNF necrop inh – blocks TNF-alpha induced death of Jurkat FADD-/- cells; Jurkat FADD-/- TNF necroptosis rescue, ATP luminescence, 24 h; 0 = TNF only, 100 = no-TNF cells; activation (protection from cell death), % at 10 µM; 0.068% of 220,000 active; AID 463075;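 active = activation, meaning protection from cell death, of at least 50% relative to plate controls; inactive = activation below 50%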;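 note: necroptosis triggered by 40 ng/mL TNF-alpha added together with compound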
Rad51 HR inh – blocks human Rad51 in homologous recombination | hRad51 DNA strand exchange, fluorescence dequenching | Q06609 | inhibition, % at 10 µM | 0.085% of 200,000 active;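 active = inhibition above 40% at the single screening dose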;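 note: 0% = DMSO control wells and 100% = blanks with heterologous ssDNA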
Target sequence (Q06609 whole entry, looked up): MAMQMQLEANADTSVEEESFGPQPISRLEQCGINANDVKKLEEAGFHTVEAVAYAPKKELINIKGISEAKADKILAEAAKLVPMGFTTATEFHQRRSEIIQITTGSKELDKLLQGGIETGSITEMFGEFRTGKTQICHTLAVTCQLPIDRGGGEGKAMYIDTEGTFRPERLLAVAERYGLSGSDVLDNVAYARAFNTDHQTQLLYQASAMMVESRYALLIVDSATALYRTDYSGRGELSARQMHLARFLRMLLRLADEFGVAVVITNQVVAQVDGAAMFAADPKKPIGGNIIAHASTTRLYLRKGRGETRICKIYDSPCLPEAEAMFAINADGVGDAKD
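Read-out basis: percent inhibition relative to plate controls and blanks / Assay system: human Rad51 nucleoprotein filaments preassembled on unlabelled ssDNA / Timing: filaments 15 min 37 °C, then compound 30 min / Control set: per-plate controls and blanks / Technique: fluorescence dequenching at 485/520 nm / Compound: 10 µM final, single point / Also added: Fluorescein- and BHQ1-tagged 47-mer duplex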
L929 necroptosis – L929 zVAD cell death inhibition; L929 zVAD necroptosis rescue, ATP luminescence, 24 h; with zVAD 60 µM; 0.38% of 220,000 active; viability rescue, % at 10 µM;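 active = activation, scaled between plate controls, above about 75%, limit read from the data; inactive = activation under that limit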;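 note: 0% = zVAD with DMSO and 100% = DMSO alone without zVAD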
PERK inhibitor – human PERK inhibition, primary cell-based screen | inhibition, % at 5.6 µM | CHO PERK-DD fusion, SEAP luminescence translation reporter | Q9NZJ5 | 0.17% of 220,000 active;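 active = inhibition above the mean inhibition of all tested compounds plus 3 SD, set separately per screening campaign, cut at about 2.9% in these data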;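 note: PERK kinase domain activated by AP20187 dimerizer at 100 nM; 0% = DMSO with dimerizer and 100% = rapamycin at 8.4 µM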
eIF4E-4G inh – blocks eIF4E binding to eIF4G; P63073+Q04637; TR-FRET eIF4E-eIF4GI(517-606) binding, 2 h; 0.37% of 220,000 active; inhibition, % at 21.7 µM; AID 782;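 active = inhibition above about 30%, limit read from the data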;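 note: 0% = full FRET control wells and 100% = background wells lacking eIF4GI fragment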
Active calls of the source: *; i = inactive; . = not tested or not shown; [ ] = another dose, or the depositor's remark.

SMILES,MDM2 E3 inh,Calpain2 inh,Cl transport mod,EBV gp42 inh,TNF necrop inh,Rad51 HR inh,L929 necroptosis,PERK inhibitor,eIF4E-4G inh
C=CCn1c(-c2cnn(-c3ccccc3)c2N)n[nH]c1=S,-15.4,9.8,0.632,-20.1,-1.8,-17.3,-1.8,-0.1,-2.3
COc1ccc(OCCOC(=O)Nc2ccccc2)cc1,-12.2,-12.0,.,-10.8,1.1,3.8,1.6,0.5,-6.5
CCN1CCN(c2ccc(NC(=O)c3ccc(F)cc3)cc2Cl)CC1,-10.0,23.0,0.19,-3.7,5.8,-0.9,22.9,1.0,-0.6
CCn1c(CNC(=O)COc2ccc(C(C)C)cc2)nnc1SCC(=O)Nc1cc(F)ccc1C,-12.1,-20.9,.,-84.9,-2.6,-4.4,0.2,-0.2,-7.4[fluorescence artefact?]
OCCOCCN1CCN(C(=S)Nc2ccccc2)CC1,-17.1,-14.0,-0.356,3.4,1.5,3.0,-0.3,0.1,-2.3
Cc1ccc(Nc2nc(N)nc(CSc3nnc(-c4ccncc4)o3)n2)cc1,4.1,-3.8,-1.1,-0.1,-0.8,-3.0,-0.6,0.3,0.8[fluorescence artefact?]
Cc1cc(C)nc(-n2ncc3c2CC(c2ccccc2C)CC3=O)n1 (stereo unspecified),-9.0,10.0,0.00891,-10.8,0.5,3.1,0.1,0.0,3.7
CN(CC(=O)Nc1nc2ccccc2s1)S(=O)(=O)c1ccc(Cl)cc1,-14.2,-11.7,-0.148,-8.6,1.2,-7.1,-0.6,-0.6,7.0
Cc1cc(C)nc(N(C#N)S(=O)(=O)c2ccccc2)n1,-15.5,-24.3,0.34,-6.6,0.6,5.3,0.0,2.1,3.0
COc1ccc(/C(O)=C2/C(=O)C(=O)N(CCCC(=O)O)C2c2ccc(OC)c(OC)c2)cc1 (stereo unspecified),-13.6,-0.7,-0.275,-19.7,-2.1,-2.1,-0.1,1.5,2.6
CCOC(=O)c1cc(-c2nnc(-c3ccc(Oc4ccccc4)cc3)o2)c(C)nc1C,-77.9,8.1,-0.624,-31.8,0.3,-6.9,0.1,0.4,1.9
O=S(=O)(NCc1ccc2c(c1)OCO2)c1cccc2nsnc12,.,3.1,-0.297,0.6,0.3,-16.2,-1.3,0.3,0.0
Clc1cc(Cl)cc(Nc2ncnc(-n3cccc3)n2)c1,-8.0,15.7,0.913,-13.8,5.8,-15.2,1.2,1.7,-0.3
O=C(Nc1cccc(-c2nc3ccccc3s2)c1)c1ccc2c(c1)OCO2,-27.9,13.0,-1.41,9.7,-4.2,-8.8,0.1,-0.3,-5.9
CC(C)(O)C#Cc1ccc(C(=O)NCc2cccs2)s1,8.6,2.6,0.32,-15.2,-0.3,5.0,1.8,-1.0,-6.7
On1onc2c3cc(-c4ccccc4)nc3ccc21,-11.5,82.5*,-0.634,11.2,-7.9,.,23.3,0.8,-3.5[fluorescence artefact?]
O=C(Cn1ncc2ccccc21)N1CCN(c2cccc(C(F)(F)F)c2)CC1,-5.0,-6.8,-0.3,1.8,-0.5,1.5,0.2,-0.1,4.5
CCC(=O)c1ccc(OCC(O)CN2CCN(c3cccc(C(F)(F)F)c3)CC2)cc1 (stereo unspecified),-8.0,-1.9,1.21,-11.7,-0.3,-10.1,-0.5,-0.2,-2.2
CC(C)C(=O)Nc1nc(-c2ccc([N+](=O)[O-])cc2)cs1,-11.6,23.5,0.85,-9.7,-2.3,-11.7,-0.1,-0.7,3.5
O=C(COC(=O)C1CCC1)Nc1ccccc1Sc1ccccc1,7.7,11.8,1.11,-12.2,0.4,5.7,2.4,1.7,4.2
COC(=O)Cc1ccc(NC(=S)NNC(=O)c2ccccc2Br)cc1,-1.8,4.8,0.7,-13.9,-0.1,-13.6,1.4,1.5,12.8
CCN=C(NCC)SC1CC(=O)N(c2ccc(OC)cc2)C1=O (stereo unspecified),-25.4,-11.8,0.961,-7.6,-0.4,28.0,-0.1,-0.2,-6.0
CCCCN1C(=O)/C(=C/C=C2/CC(C)(C)CN2C)SC1=S,-14.2,24.3,i,-300.4,5.5,i,1.1,-0.7,-2.9[fluorescence artefact?]
Cc1c(NC(=O)CSc2nnnn2-c2ccc(O)cc2)c(=O)n(-c2ccccc2)n1C,-11.5,2.2,1.35,-1.2,-0.7,-7.3,-0.6,0.8,-12.0[fluorescence artefact?]
CCCCN=C(Nc1ccc(Cl)cc1)c1cccnc1,12.3,-10.3,.,-4.4,-1.6,-3.6,-0.3,0.7,-4.3[fluorescence artefact?]

Another view of some results above:
CCCCN=C(Nc1ccc(Cl)cc1)c1cccnc1
- MDM2 E3 inh = 12.3
- Calpain2 inh = -10.3
- Cl transport mod = .
- EBV gp42 inh = -4.4
- TNF necrop inh = -1.6
- Rad51 HR inh = -3.6
- L929 necroptosis = -0.3
- PERK inhibitor = 0.7
- eIF4E-4G inh = -4.3[fluorescence artefact?]

CC(C)C(=O)Nc1nc(-c2ccc([N+](=O)[O-])cc2)cs1
- MDM2 E3 inh = -11.6
- Calpain2 inh = 23.5
- Cl transport mod = 0.85
- EBV gp42 inh = -9.7
- TNF necrop inh = -2.3
- Rad51 HR inh = -11.7
- L929 necroptosis = -0.1
- PERK inhibitor = -0.7
- eIF4E-4G inh = 3.5

As entered above.
Value of `COc1ccc(/C(O)=C2/C(=O)C(=O)N(CCCC(=O)O)C2c2ccc(OC)c(OC)c2)cc1` (stereo unspecified) under Rad51 HR inh: -2.1
Value of `CCOC(=O)c1cc(-c2nnc(-c3ccc(Oc4ccccc4)cc3)o2)c(C)nc1C` under Cl transport mod: -0.624

More structures
SMILES,MDM2 E3 inh,Calpain2 inh,Cl transport mod,EBV gp42 inh,TNF necrop inh,Rad51 HR inh,L929 necroptosis,PERK inhibitor,eIF4E-4G inh
Cn1nnnc1SCC(=O)N1CCc2ccccc21,-15.4,-0.8,-0.0116,-4.3,4.5,9.4,0.1,0.2,2.3
O=C(NCc1cc(C(F)(F)F)cc(C(F)(F)F)c1)C1CC(c2ccccc2[N+](=O)[O-])=NO1 (stereo unspecified),-10.2,26.9,0.298,-11.3,-2.6,2.9,0.9,-0.1,1.1
O=c1[nH]c(Cc2ccccc2)nc2ccccc12,10.7,-35.5,1.35,-3.6,3.3,-7.6,6.3,1.0,-3.4
OCC1(Cc2ccc(Cl)cc2)CCN(Cc2ccccc2F)CC1,-11.8,-18.8,.,-8.3,3.0,-29.1,0.7,-0.3,3.0
CCc1ccc(OCC(=O)N2CCN(c3ccccc3F)CC2)cc1,-10.3,3.4,-1.62,-10.4,-0.1,-0.5,1.4,0.3,-0.9
CCC1(CC)NC(=O)NC1=O,-12.7,-20.4,.,-11.3,-1.2,-3.6,-0.1,-0.1,-9.6
CCCOc1cccc(C(=O)Nc2nnn(CCC)n2)c1,-0.3,19.6,-0.037,5.1,-0.5,1.1,0.6,-0.5,-0.8
Cc1oc(-c2ccc(Cl)cc2)nc1CS(=O)CC(=O)NCCN1CCCC1 (stereo unspecified),-7.6,-11.5,.,-4.2,-0.3,-13.2,0.5,1.1,-0.2
COCCNC(=O)Cn1cc(S(=O)(=O)N2CCN(c3ccccc3F)CC2)c2ccccc2c1=O,3.1,-38.9,0.417,-2.3,0.1,-5.0,1.2,0.2,1.3
CCO[C@@H]1OC(C(=O)NCc2nc3ccccc3[nH]2)=C[C@H](C2CC2)[C@H]1CCCO,.,4.0,0.00814,-13.5,-2.9,6.9,1.0,1.6,-2.6
CCC(C)[C@H](NC(=O)NCc1cccc(OC)c1)C(=O)OC (stereo partly specified),13.1,15.4,0.19,-7.3,-3.4,5.8,-0.2,-0.9,-2.8
O=S(=O)(NCc1ccccc1Br)c1cccs1,-2.3,-2.7,-0.0535,-13.0,-1.7,3.1,2.0,1.1,2.1
COc1cccc(CNCCSc2nnnn2C)c1OC,1.1,6.9,0.383,-10.8,0.9,-1.5,-0.4,-0.3,8.2[fluorescence artefact?]
CN(C)c1ccc(N2C(=O)CC(c3ccccc3)CC2=O)cc1,-7.5,-3.3,0.0241,-5.1,0.0,-14.8,-0.5,1.2,5.0
CC1CCCN(C(=O)CCS(=O)(=O)Cc2ccccc2)C1 (stereo unspecified),-5.8,8.4,-0.234,-6.8,0.2,-10.8,0.0,-0.2,3.6
COC(=O)Nc1csc2c1NC(=O)CCCC2,-1.7,-10.3,0.0489,-13.0,0.2,-3.5,0.5,1.3,1.7
O=C(CCCc1c[nH]c2ccccc12)NCC1COc2ccccc2O1 (stereo unspecified),-7.4,32.4,-1.8,-11.4,-1.2,.,-0.1,-0.1,3.3
Cc1nc(-c2ccc(S(=O)(=O)N3CCN(CCc4ccccc4)CC3)s2)cs1,-10.7,-4.0,0.693,-11.2,3.2,14.2,1.1,2.3,3.8
O=c1[nH][nH]cc1C=Nc1ccc(Cl)cc1Cl,-12.0,15.9,-0.313,-1.1,-2.2,-7.2,0.1,0.8,3.2
COc1cc(Cl)cc(C2NC(=O)NC(C)=C2C(=O)NCc2ccccc2)c1O (stereo unspecified),-19.8,10.3,0.327,-14.1,-0.9,3.5,0.0,0.5,0.0
CCOc1ccc(OCC)c(NS(=O)(=O)c2cccc3nsnc23)c1,-10.6,-8.2,18.4*,-7.2,1.3,2.3,6.7,-0.6,-13.1
CC(C)CN1CCN(Cc2cnc(-c3ccc(Cl)cc3)nc2)CC1CCO (stereo unspecified),-6.9,-22.2,1.3,-2.9,0.5,-7.1,2.4,-0.5,0.2
CC1C(=O)CCCCCCCCCC2C1(N1CCOCC1)CS2(=O)=O (stereo unspecified),3.3,-26.6,-0.0106,-6.3,-2.8,-6.5,-1.4,0.5,9.3
NC(=S)Nc1ccc(Cl)c(Cl)c1,-13.5,-12.3,-0.00124,-18.7,-0.2,2.0,0.1,0.6,0.4
Cc1ccc2c(c1)cc(CN(Cc1ccc3c(c1)OCO3)C(=O)c1ccccc1)c1nnnn12,15.9,-31.2,0.346,-0.8,-1.0,7.2,0.1,0.9,-0.5
O=C(COc1ccc(Br)cc1)NCc1cn2ccccc2n1,.,-20.5,-0.555,-15.3,4.0,-6.8,0.0,0.0,0.0
CN(C)S(=O)(=O)n1cnc2ccccc21,-15.0,-1.0,1.58,-5.4,-0.8,-16.2,-0.3,0.0,7.9[fluorescence artefact?]
COC(=O)c1cc(Br)ccc1NC(=O)Nc1ccc(C)cc1,.,.,0.733,.,-2.2,-2.4,-0.1,-0.6,.

This is a random part of the collection; 3.6% or so of the library scored in one or more.
